# Screening results (PubChem)
# Pf gamet viab – P. falciparum stage V gametocyte viability inhibition; P. falciparum stage V gametocytes, ATP luminescence, 24 h; inhibition, % at 10.9 µM; 150,000 tested, 0.065% active;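 active = inhibition above the mean plus 3 SD of compounds within the control limits, set per campaign, cut at about 38% in these data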;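 note: 0% = DMSO wells and 100% = medium only without gametocytes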
# Mcl1 Noxa PPI – Mcl-1/Noxa interaction inhibition; inhibition, % at 21.7 µM; TR-FRET Mcl-1/Noxa peptide binding, 2 h; 220,000 tested, 1.5% active;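 active = compounds that cut the protein-peptide binding signal by more than 50% relative to plate controls in a single-dose test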;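 note: His-tagged Mcl-1 with rhodamine Noxa BH3 peptide and terbium anti-His antibody; 0% = Mcl-1 plus Noxa peptide wells and 100% = peptide-only wells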
# Target sequence (Q07820 whole entry, looked up): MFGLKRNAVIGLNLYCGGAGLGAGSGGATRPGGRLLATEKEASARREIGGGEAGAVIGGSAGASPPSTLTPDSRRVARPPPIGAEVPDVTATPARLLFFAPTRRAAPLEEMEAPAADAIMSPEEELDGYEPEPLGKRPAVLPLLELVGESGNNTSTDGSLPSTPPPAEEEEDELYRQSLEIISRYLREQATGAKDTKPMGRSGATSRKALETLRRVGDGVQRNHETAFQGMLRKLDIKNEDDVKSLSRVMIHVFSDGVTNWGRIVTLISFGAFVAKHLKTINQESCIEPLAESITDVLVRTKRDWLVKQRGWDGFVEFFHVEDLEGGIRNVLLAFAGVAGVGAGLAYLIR
# Mcl1-Bid inh – Mcl-1/Bid interaction inhibition; TR-FRET Mcl-1/Bid-Dy647 peptide binding, 1536-well; inhibition, % at 21.7 µM; 220,000 tested, 0.97% active; AID 1021;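 active = compounds that cut the binding signal by more than half at the single screening dose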;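 note: His-tagged Mcl-1 with europium anti-His antibody binding Bid BH3 peptide; 0% = Mcl-1 plus peptide wells and 100% = peptide-only wells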
# Mcl-1 Bim block – inhibitors of Bim-Mcl-1 interaction, human | 190,000 tested, 0.1% active | inhibition, % at 10 µM | Q07820 | AID 1009 | Bead-based flow cytometry, Bim peptide-Mcl-1 binding; in the data active = inhibition above about 40%;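 note: 0% = no compound tracer wells and 100% = peptide blocker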
# Cdc42 wt GTP – modulators (inhibitors or activators) of GTP binding to human Cdc42 wildtype; GST-Cdc42 beads, Bodipy-GTP binding, flow cytometry; actives lie on both sides; percent activity (GTP binding), % at 10 µM; 190,000 tested, 0.2% active;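 active = percent activity GTP binding at least 20 points away from the 100% baseline, either down as inhibitor or up as activator; inconclusive = compound flagged as likely green fluorescent from well-wide comparison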;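 note: median bead fluorescence of bound Bodipy-FL-GTP at 100 nM; 0% = excess unlabeled GTP control and 100% = no compound control; below 100% means less GTP binding so inhibitor and above means activator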
# Rac1 wt modul – human Rac1 wildtype GTP binding, inhibitors and activators. P63000. GST-Rac1 beads, fluorescent GTP binding, flow cytometry; actives lie on both sides; 0 = cold GTP competed, 100 = untreated. GTP binding activity (% of control), % at 10 µM. 190,000 tested, 0.27% active. AID 757;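 active = GTP binding activity at least 20 points away from the 100% control level, either lower or higher; inconclusive = compound flagged as likely green fluorescent, judged across all proteins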
# Rab2 wt GTP – changes GTP binding to wildtype dog Rab2A, up or down; AID 760; GTP binding activity, % at 10 µM; 190,000 tested, 0.19% active; GST-Rab2 wt beads, Bodipy-GTP binding, flow cytometry; P61105;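 active = GTP binding activity at least 20 points away from 100%, either lowered or raised; inconclusive = signal likely due to the compound's own green fluorescence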;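 note: 0% = beads with excess unlabeled GTP and 100% = no-compound control corrected for plate trend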
# Rab7 wt GTP bind – alters GTP binding to wildtype dog Rab7 | GST-Rab7 beads, fluorescent GTP binding, flow cytometry; actives lie on both sides; untreated = 100%, excess cold GTP = 0% | GTP binding activity (percent of control), % at 10 µM | 190,000 tested, 0.055% active;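 active = fluorescent GTP binding to Rab7 beads changed by at least 20 points from the 100% baseline, either direction, mostly lower; inconclusive = compound itself probably fluorescent, or too few beads counted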;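 note: median green fluorescence of bound Bodipy-FL-GTP per Rab7 bead population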
# RGS8-Gao reg – modulates binding of RGS8 to human Galphao | P09471 | multiplexed bead flow cytometry; actives lie on both sides | response (percent of control binding), % at 10 µM | 220,000 tested, 0.34% active; in the data active = response below about 60% or above about 140%; inactive = in between;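 note: Galphao activated as the GDP aluminium fluoride complex binding bead-coupled RGS8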
# Target sequence (P09471 whole entry, looked up): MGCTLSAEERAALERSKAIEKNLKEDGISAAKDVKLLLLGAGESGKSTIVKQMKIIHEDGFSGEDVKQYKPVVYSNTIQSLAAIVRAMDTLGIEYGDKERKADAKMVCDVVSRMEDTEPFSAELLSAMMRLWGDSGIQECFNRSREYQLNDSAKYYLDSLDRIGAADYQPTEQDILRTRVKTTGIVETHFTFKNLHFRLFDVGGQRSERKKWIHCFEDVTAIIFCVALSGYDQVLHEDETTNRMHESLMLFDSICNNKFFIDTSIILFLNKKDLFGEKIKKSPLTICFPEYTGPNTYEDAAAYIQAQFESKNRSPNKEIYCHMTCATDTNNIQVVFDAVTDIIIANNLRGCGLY
# Rac1 act GTP bind – modulators of GTP binding to human Rac1 activated mutant; P63000; GST-Rac1 activated beads, fluorescent GTP binding, flow cytometry; actives lie on both sides; 100% means binding = to untreated wells; percent activity (GTP binding), % at 10 µM; 190,000 tested, 0.11% active; AID 764;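 active = GTP binding at least 20 percentage points away from the 100% baseline, in either direction, so actives lie on both sides; inconclusive = Compound likely fluorescent itself, or too few beads counted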
# HRas wt GTP bind – changes GTP binding to wildtype human HRas; GST-Ras wt beads, Bodipy-FL-GTP binding, flow cytometry; actives lie on both sides; GTP binding activity, % at 10 µM; 190,000 tested, 0.14% active; AID 759;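 active = GTP binding activity at least 20% away from the 100% baseline, either lowered as inhibitor or raised as activator; inconclusive = flagged as likely green fluorescent, judged across all proteins in the well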;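 note: 0% = unlabeled GTP competition control and 100% = no-compound control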
# Target sequence (P01112 whole entry, looked up): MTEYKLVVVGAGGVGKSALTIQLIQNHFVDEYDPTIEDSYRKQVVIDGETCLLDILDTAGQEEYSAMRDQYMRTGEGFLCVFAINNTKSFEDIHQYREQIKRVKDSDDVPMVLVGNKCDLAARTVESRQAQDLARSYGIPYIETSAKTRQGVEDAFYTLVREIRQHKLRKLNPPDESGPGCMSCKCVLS
# The depositor's hits bear a star; ? = inconclusive; . = no result given.
SMILES,Pf gamet viab,Mcl1 Noxa PPI,Mcl1-Bid inh,Mcl-1 Bim block,Cdc42 wt GTP,Rac1 wt modul,Rab2 wt GTP,Rab7 wt GTP bind,RGS8-Gao reg,Rac1 act GTP bind,HRas wt GTP bind
Cc1nnc2n(-c3ccccc3)c(=O)c3c4c(sc3n12)CC(C)CC4 (stereo not given),-15,-10,-4,-3,105,106,102,101,100,101,102
C=CCNc1nc(NC(C)(C)CO)nc(OCC)n1,11,11,14,-4,?,?,?,?,97,?,?
CCCCC(CC)CNC(=O)C(Cc1ccccc1)NS(=O)(=O)c1ccc2c(c1)CCC(=O)N2 (stereo not given),13,-9,-6,1,96,101,95,97,101,95,95
Cc1ccc(C(c2nnnn2CCC(C)C)N2CCN(C)CC2)cc1 (stereo not given),-12,25,17,-2,103,98,99,100,104,97,99
Cc1cc(C)n2nc(SCC(=O)N(CC(C)C)c3c(N)n(CC(C)C)c(=O)[nH]c3=O)nc2n1,16,24,17,0,95,99,94,96,99,95,97
Cc1nc2c(C(=O)NCCC3=CCCCC3)c[nH]n2c(=O)c1Cl,.,45,12,-2,96,97,96,98,102,94,100
CC(=O)c1c(C(C)=O)c(C)n(NC(=O)c2ccccc2O)c1C,2,5,15,-9,103,105,98,100,102,98,101
Cc1nc(Cc2nnc(SCc3nc(N)nc(Nc4ccccc4C)n3)o2)cs1,.,.,-20,-5,98,94,96,100,96,95,99
CC1CC(C)CN(C(=O)Nc2ccc(Br)cc2)C1 (stereo not given),-14,9,-13,1,95,97,96,95,101,94,94
CCOC(=O)CN1CC23C=CC(O2)C(C(=O)NC2CCCCCC2)C3C1=O (stereo not given),.,0,-11,0,100,104,100,101,85,100,100
CCN(CC)CCC(=O)NC(C)(C)Cc1ccc(O)cc1,.,6,-67,0,102,101,99,98,100,100,101
O=C(NC(Cc1c[nH]c2ccccc12)C(=O)NCc1ccc(F)cc1)OCc1ccccc1 (stereo not given),17,11,-35,-3,95,98,100,102,99,102,102
CCC(=O)N=c1n(C)c2ccccc2n1CCOc1ccccc1,-23,-4,-31,-5,105,103,101,98,103,101,98
O=C(CN1CCN(Cc2ccc(F)cc2)C1=O)NC1CCCC1,-22,10,-19,1,96,102,101,105,100,96,100
COc1cccc(OCC(O)CN2CCC(CN3C(=O)c4cccc5cccc(c45)C3=O)CC2)c1 (stereo not given),-6,20,-34,-1,102,100,103,103,101,97,100
CCOc1cc2[nH]c(=O)n(CCCN3CCCC3=O)c(=O)c2cc1OCC,-2,13,-8,-1,109,108,107,109,102,102,110
Cc1cccc(C(O)(C(=O)NNc2ccc3ccccc3n2)c2cccc(C)c2)c1,13,-53,-54,6,101,105,100,102,95,97,99
COc1cc2[nH]c(=S)nc(NC3CCCCCC3)c2cc1OC,27,7,-21,13,69*,60*,69*,88,101,83,66*
COc1cc(-c2cc(N)n(S(=O)(=O)c3ccccc3)n2)cc(OC)c1OC,.,19,-20,-1,96,99,96,103,101,98,98
Cc1cc(NC(=O)c2ccc(S(=O)(=O)N3CCOCC3)cc2)no1,-15,12,-12,-2,98,99,99,96,99,93,95

# Part of the list above in a different format.
# Under each structure – Pf gamet viab	Mcl1 Noxa PPI	Mcl1-Bid inh	Mcl-1 Bim block	Cdc42 wt GTP	Rac1 wt modul	Rab2 wt GTP	Rab7 wt GTP bind	RGS8-Gao reg	Rac1 act GTP bind	HRas wt GTP bind
CCOC(=O)CN1CC23C=CC(O2)C(C(=O)NC2CCCCCC2)C3C1=O (stereo not given)
→ .	0	-11	0	100	104	100	101	85	100	100
CCN(CC)CCC(=O)NC(C)(C)Cc1ccc(O)cc1
→ .	6	-67	0	102	101	99	98	100	100	101
O=C(NC(Cc1c[nH]c2ccccc12)C(=O)NCc1ccc(F)cc1)OCc1ccccc1 (stereo not given)
→ 17	11	-35	-3	95	98	100	102	99	102	102
CCC(=O)N=c1n(C)c2ccccc2n1CCOc1ccccc1
→ -23	-4	-31	-5	105	103	101	98	103	101	98
O=C(CN1CCN(Cc2ccc(F)cc2)C1=O)NC1CCCC1
→ -22	10	-19	1	96	102	101	105	100	96	100
COc1cccc(OCC(O)CN2CCC(CN3C(=O)c4cccc5cccc(c45)C3=O)CC2)c1 (stereo not given)
→ -6	20	-34	-1	102	100	103	103	101	97	100
CCOc1cc2[nH]c(=O)n(CCCN3CCCC3=O)c(=O)c2cc1OCC
→ -2	13	-8	-1	109	108	107	109	102	102	110
Cc1cccc(C(O)(C(=O)NNc2ccc3ccccc3n2)c2cccc(C)c2)c1
→ 13	-53	-54	6	101	105	100	102	95	97	99
COc1cc2[nH]c(=S)nc(NC3CCCCCC3)c2cc1OC
→ 27	7	-21	13	69*	60*	69*	88	101	83	66*
COc1cc(-c2cc(N)n(S(=O)(=O)c3ccccc3)n2)cc(OC)c1OC
→ .	19	-20	-1	96	99	96	103	101	98	98
Cc1cc(NC(=O)c2ccc(S(=O)(=O)N3CCOCC3)cc2)no1
→ -15	12	-12	-2	98	99	99	96	99	93	95

# (continued)
SMILES,Pf gamet viab,Mcl1 Noxa PPI,Mcl1-Bid inh,Mcl-1 Bim block,Cdc42 wt GTP,Rac1 wt modul,Rab2 wt GTP,Rab7 wt GTP bind,RGS8-Gao reg,Rac1 act GTP bind,HRas wt GTP bind
Cc1cc(C)c(S(=O)(=O)N2CCOCC2)cc1C,23,6,-41,1,97,99,101,101,100,96,96
Cn1c(N)c(C(=O)COC(=O)c2ccccc2NCc2ccco2)c(=O)n(C)c1=O,9,38,-33,-4,95,97,99,101,102,95,98
CC(C)C(C(=O)Nc1ccc2c(c1)OCCO2)N1C(=O)c2ccccc2C1=O (stereo not given),.,13,-7,0,104,107,102,99,98,102,102
O=C(Cn1ncc2c(=O)oc3ccccc3c21)N1CCCc2ccccc21,11,16,-15,-7,96,100,95,95,89,95,96
Nc1nc(Nc2ccccc2)nc(NCc2ccco2)c1[N+](=O)[O-],-10,25,-10,-5,99,101,97,98,101,99,98
CCCCNC(=O)Cn1cnc2c(cnn2-c2ccc(C)c(C)c2)c1=O,-2,-17,-10,1,102,102,101,103,101,100,101
c1ccc(C2Nc3ccccc3Oc3ccccc32)cc1 (stereo not given),.,10,-20,-2,96,102,95,95,99,98,97
CCc1cc2c(=O)[nH]c(N3CCCC3)nc2s1,-5,25,-7,-5,96,101,98,100,101,99,97
O=C(NN1CCCCC1)c1cccc(COc2ccc(Cl)cc2)c1,0,13,-2,-1,99,103,96,96,101,101,100
COc1cc(C(=O)N/N=C/c2ccsc2C)cc(OC)c1OC,.,.,-1,-1,101,102,98,100,100,99,100
COc1cc2ccccc2c2c1CCCC2=O,.,33,-4,1,102,101,98,99,103,98,100
Cc1ccc(C)c(N2CCN(C(=O)c3csc(C)c3C)CC2)c1,.,15,-14,-5,101,103,100,100,98,100,100
Cc1onc(-c2ccccc2Cl)c1C(=O)Oc1cccc2cccnc12,-32,18,-24,2,96,101,100,104,99,98,99
O=C(Nc1cc(C(F)(F)F)ccc1N1CCOCC1)c1cncc(Br)c1,.,-4,13,3,103,107,103,99,104,103,102
COC(=O)c1ccccc1NC(=O)CSc1nnc(COc2cccc(OC)c2)n1C,.,-2,-2,-1,100,99,99,104,98,96,100
CCOc1ccc(CC(=O)Nc2nccs2)cc1OCC,.,5,-7,2,98,102,102,103,101,97,101
CCOC(=O)Cn1c2ccccc2c2nc3ccccc3nc21,.,20,23,0,99,106,100,101,99,99,101
CCCOc1ccc(Cl)cc1CNc1ccccc1,4,1,-77,0,96,99,99,102,100,96,98
O=C(Nc1ccc(Cl)cc1)N1CCc2ccccc2C1,.,7,1,-1,98,101,98,101,102,97,100
O=C(O)CCNc1cc2ccccc2cc1C(=O)O,.,38,-72,-2,98,103,101,104,96,97,101
O=C(OCc1ccc(Cl)cc1)c1cccnc1Cl,4,-9,-14,-3,97,99,101,105,101,98,98
NC(=O)COC(=O)CSc1cccc2cccc(Cl)c12,18,-2,-15,-2,95,100,96,105,100,94,97
Cc1ccc(S(=O)(=O)CCC(=O)Nc2ccc3c(c2)OCO3)cc1,21,-6,-9,0,104,105,102,99,107,101,103
Cc1c(/C(O)=C2/C(=O)C(=O)N(Cc3cccnc3)C2c2cccs2)cnn1-c1ccccc1 (stereo not given),11,8,-13,-1,96,94,94,98,99,93,95

# Some of these compounds in order of their number in Cdc42 wt GTP, highest first:
SMILES | Mcl1 Noxa PPI | Mcl1-Bid inh | Mcl-1 Bim block | Cdc42 wt GTP | Rac1 wt modul | Rab2 wt GTP | Rab7 wt GTP bind | RGS8-Gao reg | Rac1 act GTP bind | HRas wt GTP bind
Cc1ccc(S(=O)(=O)CCC(=O)Nc2ccc3c(c2)OCO3)cc1 | -6 | -9 | 0 | 104 | 105 | 102 | 99 | 107 | 101 | 103
O=C(OCc1ccc(Cl)cc1)c1cccnc1Cl | -9 | -14 | -3 | 97 | 99 | 101 | 105 | 101 | 98 | 98
Cc1c(/C(O)=C2/C(=O)C(=O)N(Cc3cccnc3)C2c2cccs2)cnn1-c1ccccc1 (stereo not given) | 8 | -13 | -1 | 96 | 94 | 94 | 98 | 99 | 93 | 95
